Source: PubChem BioAssay
FEN1 inhibitor: blocks human flap endonuclease 1; 0.35% of 390,000 active; AID 588795; P39748; Recombinant FEN1 flap cleavage, fluorescence, 15 min; Potency, µM (doses to about 114 µM), inactives show at the highest dose activity change, negative = inhibition, hits mostly inhibitors; note: nearly all actives have a fitted effect of over 65% in size
Target sequence (P39748 whole entry, looked up): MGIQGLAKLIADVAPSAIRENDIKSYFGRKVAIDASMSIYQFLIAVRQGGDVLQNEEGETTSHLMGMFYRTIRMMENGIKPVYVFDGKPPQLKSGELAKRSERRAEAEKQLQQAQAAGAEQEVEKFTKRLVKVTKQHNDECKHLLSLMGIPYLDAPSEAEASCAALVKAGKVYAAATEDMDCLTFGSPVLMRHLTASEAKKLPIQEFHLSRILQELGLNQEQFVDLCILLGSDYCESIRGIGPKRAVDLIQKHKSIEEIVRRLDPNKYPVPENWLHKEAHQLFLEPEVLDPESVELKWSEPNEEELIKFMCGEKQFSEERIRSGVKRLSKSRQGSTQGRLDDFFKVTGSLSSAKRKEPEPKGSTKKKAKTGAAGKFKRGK
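Compounds are tested as a concentration series against 10 nM FEN1; after a 15 min room-temperature preincubation, 50 nM substrate starts cleavage, with plate reads at 0 and 15 min. Normalized responses are fitted by a Hill equation.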
KAT2A inh: blocks human GCN5L2 histone acetyltransferase. Q92830. GCN5L2 HAT assay, ThioGlo1 CoA-SH fluorescence. Potency, µM (doses to about 58.9 µM), inactives show at the highest dose activity change, negative = inhibition, actives largely listed as inhibitors. 0.21% of 390,000 active. AID 504327
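Fluorescence readout, Ex340nm/Em540nm: ThioGlo1 (50uM final) reacts with free CoA thiol released as 20nM GCN5L2 acetylates H3(1-25) peptide (75uM) using acetyl-CoA (70uM). Compound and enzyme sat 15 min beforehand; 20 min room-temperature reaction.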
N370S GC mod: inhibitors or activators of N370S glucocerebrosidase for Gaucher disease. N370S GC spleen homogenate, 4MU-glucoside fluorescence. Potency, µM (series often up to 59.4 µM), inactives show at the top dose activity change, negative = inhibition, actives largely listed as inhibitors. 0.092% of 330,000 active;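 note: 0% = full enzyme activity and -100% = no enzyme basal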
Active calls of the source: *; ? = inconclusive; nt = no result given; & = joins results of further samples; [ ] = another dose, or the depositor's remark. Calls come from the whole dose curve; as a rule, active = well fitted curve in the direction sought with a large enough effect; inconclusive = small, poorly fitted or top-dose-only effect, or another doubt; inactive = no such curve, though single readings can be large; an effect the other way counts as inactive or inconclusive. Unless noted, % is set by controls: 0 for no effect and ±100 for the full control effect; potency is the fitted concentration of half-maximal effect. Hits appear at their usual frequency, and some 0.54% of all compounds hit somewhere here.

Results follow in this order: KAT2A inh | FEN1 inhibitor | N370S GC mod
COc1ccc(CN2CCNC(=O)C2CC(=O)N(Cc2nccn2C)C(C)C)c(OC)c1 (stereo not drawn)
 : 2% | -2% | 3%
Cc1c(Cc2ccccc2)c(=O)oc2cc(O)ccc12
 : -6% | -8% | ?
CC/C(Cc1ccccc1)=N\NC(=O)c1cc(C)oc1C
 : 3% | -2% | -3%
CSc1ccc(CN(C)C(=O)c2ccc(S(=O)(=O)Nc3ccccc3)cc2)cc1
 : -9% | -11% | -18%
Cc1c(C#N)c2ccccc2n1CC(=O)NC(C)c1ccccc1 (stereo not drawn)
 : -6% | -15% | 0%
CCOCCn1c(SCc2cccc(C)c2)nc2c1c(=O)[nH]c(=O)n2C
 : -3% | 19% | 14%
COc1ccc(/C=N/NC(=O)CCn2c3ccccc3c3ccccc32)cc1OC
 : 4% | -3% | 13%
Cn1c(C(=O)NCc2ccco2)cc2c(=O)[nH]c3ccccc3c21
 : -5% | 6% | -5%
c1ccc(CSc2ncnc3sccc23)cc1
 : -9% | -24% | 2%
COc1ccc(NC(=O)/C=C\C(=O)N(c2ccc(C(C)C)cc2)C(C(=O)NCc2ccco2)c2ccc(F)cc2)cc1 (stereo not drawn)
 : -5% | -4% | nt
COc1ccc(Nc2cc(C)nc(N)n2)cc1
 : -11% | 9% | -14%
O=C(NC1CCCCC1)C(c1c(F)cccc1Cl)N(C(=O)c1csnn1)C1CC1 (stereo not drawn)
 : -8% | 14% | -7%
Cn1nnc2c(N3CCN(c4cccc(C(F)(F)F)c4)CC3)ncnc21
 : -15% | 15% | nt
CC(Sc1ccccc1)C(=O)NN=C1CCCC1 (stereo not drawn)
 : 0% | 7% | -3%
CCOC(=O)CN1N=C(/C=C/c2ccc(C(C)C)cc2)CCC1=O
 : -6% | -21% | 6%
CCOC(=O)C1(Cc2cccc(OC)c2)CCCN(C(=O)c2ccccc2C)C1 (stereo not drawn)
 : -5% | 9% | 12%
COc1ccc(NC(=O)COC(=O)c2ccc(-n3cnnn3)cc2)c([N+](=O)[O-])c1
 : -2% | 12% | nt
Cc1cc(C)nc(N/N=C/c2cccc(Cl)c2)n1
 : -4% | -15% | 3%
COc1cccc(C(=O)N(C)CC(=O)Nc2cccc3ccccc23)c1
 : -1% | 0% | nt
Cc1ccc(-n2nnnc2CNC(=O)c2ccc(F)cc2)cc1C
 : 0% | -3% | nt

Carrying on.
Results follow in this order: KAT2A inh | FEN1 inhibitor | N370S GC mod
COC(=O)c1ccc(Cl)cc1NC(=O)/C=C/c1ccc(C)o1
 : 1% | 4% | 13%
CCN(CC)C(=O)COc1ccc2oc(C)c(C(=O)OC(C)C)c2c1
 : -2% | -7% | 6%
CN(C)c1ccc(CNC(=O)Cn2ccc3cc(S(=O)(=O)N4CCCCCC4)ccc32)cc1
 : -9% | 13% | nt
CCCCN(C)C(=O)C1CCC(CNS(=O)(=O)c2ccc3c(c2)CC(C)N3C(C)=O)CC1 (stereo not drawn)
 : -7%&-17% | 17%&-15% | 0%
CCOc1ccc(N(CC)S(=O)(=O)N2CCCC(C(=O)Nc3ccc(NC(C)=O)cc3)C2)cc1 (stereo not drawn)
 : -1% | 3% | nt
COc1cccc(NC(=O)N2CCc3ccccc3C2)c1
 : -3% | -6% | -15%
COC(=O)CN1C(=O)[C@H]2[C@@H](/C=C/c3ccccc3)N3C(=O)CN(Cc4ccccn4)C(=O)[C@@]3(Cc3ccccc3)[C@H]2C1=O
 : -2% | -12% | nt
O=C(CCCn1c2ccccc2c(=O)c2ccccc21)Nc1cccc(Cl)c1
 : -10% | -17% | nt
COc1cc(NC(=O)CN2CCC(C)CC2)c(C)cc1[N+](=O)[O-]
 : -2% | -2% | -27%
Cc1ccc(C(=O)NNC(=O)CSc2nnc(C(C)C)n2C)cc1
 : -3% | -6% | -3%
COc1ccc(-c2nn(-c3ccccc3)cc2/C=N/NC(=S)NC(C)C)cc1OC
 : -21% | -3% | -2%
O=C1CCCc2cc(S(=O)(=O)NCC3CCC(C(=O)NCc4ccc(F)cc4)CC3)ccc2N1 (stereo not drawn)
 : 0% | 20% | nt
O=c1oc2cc(Cl)ccc2n1CSc1nc2ccccc2s1
 : -12% | -16% | 24%
CCNC(=O)CC1C(=O)N(c2ccc(F)cc2)C(=O)N1Cc1ccc(C)cc1 (stereo not drawn)
 : -8% | -5% | nt
O=C(CNC(=O)c1cccnc1)N/N=C/c1ccc(O)cc1O
 : ? | -4% | -11%
COc1cc(NC(=O)C(CC(C)C)NS(=O)(=O)c2ccc3c(c2)oc(=O)n3C)c(C(=O)O)cc1OC (stereo not drawn)
 : -2% | 11% | nt
CS(=O)(=O)N(CC(=O)NCc1cccnc1)C1CCCCC1
 : 5% | -3% | 0%
COc1cc(/C=N/NC(N)=O)ccc1OC(=O)c1cccs1
 : -9% | -3% | -2%
C/C(=N\NC(=O)CNC(=O)c1cccnc1)c1cccc(O)c1
 : 10% | -3% | -4%
COc1cc(-c2nc(-c3cccc(C)c3)no2)cc(OC)c1OC
 : 2% | 1% | 8%

Following part
Results follow in this order: KAT2A inh | FEN1 inhibitor | N370S GC mod
CCOC(=O)N1CCC(NC(=O)C2CCCN(S(C)(=O)=O)C2)CC1 (stereo not drawn)
 : 1% | 10% | 2%
COc1ccc(NC(=O)C/C(C)=N/NC(=O)c2cnccn2)c(OC)c1
 : 1% | -1% | -18%
Cn1nnnc1SCC(=O)NCCCc1ccccc1
 : -1% | -4% | 4%
Cc1onc(-c2c(F)cccc2Cl)c1C(=O)N(C)CC(=O)Nc1cccc(F)c1
 : -3% | -11% | -7%
NC(=O)C[C@H](NC(=O)c1ccc(Cl)cc1)C(=O)OCc1ccccc1
 : 0% | 17% | nt
Cn1nnnc1SCCNCc1ccc(Cl)cc1
 : -9% | -7% | 3%
COc1ccc(-c2[nH]ncc2C(=O)NCc2ccccc2OC)cc1
 : -5% | -6% | nt
O=C(Cc1cccs1)Nc1nnc(-c2ccc(F)cc2)s1
 : 0% | -6% | 1%
CC1Sc2ccc(S(=O)(=O)N3CCC(C(=O)Nc4cccc(Cl)c4)CC3)cc2NC1=O (stereo not drawn)
 : -7% | -23% | -4%
COc1cc(-c2noc(CCCC(=O)Nc3cccnc3)n2)cc(OC)c1OC
 : -9% | 16% | -1%
Cc1ccc(S(=O)(=O)N2CCN(C(=O)COC(=O)c3ccccc3Cl)CC2)c(C)c1
 : -3% | -15% | nt
NC(=O)C(Cc1ccccc1)NS(=O)(=O)c1ccc(N2CCCC2=O)cc1 (stereo not drawn)
 : -2% | -3% | 2%
O=[N+]([O-])c1cccc(NC(=S)NCc2ccncc2)c1
 : 0% | 9% | -4%
CCOC(=O)c1c(-c2ccc(F)cc2)cn2ccccc12
 : ? | 2% | 10%
COCCn1c(SCC(=O)c2ccccc2)nc2c(c1=O)SCC2
 : -6% | -2% | -5%
CCN(CC)C(=O)c1sc2c(c1C)c(=O)n(Cc1ccccc1)c(=O)n2Cc1ccc(Cl)cc1
 : -5% | 3% | nt
Cc1nn(Cc2ccc(F)cc2)c(C)c1NC(=O)c1cc(-c2ccco2)on1
 : 4% | -11% | 3%
COc1ccc2oc(C(=O)N(C)Cc3ccc4c(c3)OCCO4)c(C)c2c1
 : -1% | -5% | 4%
COc1cc(/C=N/NC(=O)COc2cc(C)cc(C)c2)ccc1OS(=O)(=O)c1ccc(C)cc1
 : -9% | -11% | 6%
CCOC(=O)N1CCN(C(=O)C2CCCN(S(=O)(=O)c3c(C)cc(C)cc3C)C2)CC1 (stereo not drawn)
 : ? | -7% | -5%

In the list so far, these contain a nitro group on carbon:
Results follow in this order: KAT2A inh | FEN1 inhibitor | N370S GC mod
COc1ccc(NC(=O)COC(=O)c2ccc(-n3cnnn3)cc2)c([N+](=O)[O-])c1
 : -2% | 12% | nt
COc1cc(NC(=O)CN2CCC(C)CC2)c(C)cc1[N+](=O)[O-]
 : -2% | -2% | -27%
O=[N+]([O-])c1cccc(NC(=S)NCc2ccncc2)c1
 : 0% | 9% | -4%

Remaining list, next part
Results follow in this order: KAT2A inh | FEN1 inhibitor | N370S GC mod
CCOc1cc2c(cc1/C=C1/NC(=O)N(CC(=O)OC)C1=O)OCO2
 : -4% | 2% | 1%
COc1ccc(C(=O)NCCNc2nc3ccc(C)cc3cc2C#N)cc1
 : -14% | -1% | ?
C[N+](C)(C)CCCCCC(=O)/C=N/O
 : -10% | -13% | -2%
O=c1[nH]c2c(s1)C(c1ccccc1)C1C3CCC(C3)C1S2 (stereo not drawn)
 : -19% | -11% | 8%
CCN(c1ccc(NC(=O)COC(=O)c2ccc(C)s2)cc1)C(C)C
 : -6% | -2% | 0%
CC(CNC(=O)CCCn1c(=O)c2cccn2c2ccccc21)c1ccccc1 (stereo not drawn)
 : -5% | 17% | nt
O=C(/C=C/c1ccccc1)C1=C(O)C(=O)N(CCO)C1c1ccccc1[N+](=O)[O-] (stereo not drawn)
 : -8% | 1% | 0%
COc1ccc(C2CC(c3ccccc3Cl)Nc3ncnn32)cc1OC (stereo not drawn)
 : -9% | -1% | -15%
COCCCNC(=O)CCC(=O)NNc1nc2ccccc2c2nc(-c3ccccc3)nn12
 : -6%&-1% | 2%&-3% | 3%
COc1ccc(C(=O)Nc2ccc(OCc3cc(=O)n4ccccc4n3)cc2)cc1
 : 2% | 4% | nt
O=C(NCCN1C(=O)C2C3C=CC(C3)C2C1=O)Nc1ccccn1 (stereo not drawn)
 : -19% | 15% | 4%
CC(C)Oc1cccc(C(=O)NC(=S)Nc2cccnc2)c1
 : -1% | 7% | 1%
CCn1c(-c2sc(-c3ccccc3)nc2C)n[nH]c1=S
 : 2% | -1% | 2%
Cc1ccc(N/C(C(Cl)=C(Cl)Cl)=C(/Cl)[N+](=O)[O-])c(C)c1
 : -3% | -10% | 0%
C=C1CCN([C@H](C(=O)NCc2ccccc2)C(C)C)S(=O)(=O)c2ccccc21
 : -3% | 10% | 14%
COc1ccc(C(=O)COC(=O)c2c(C)noc2C)cc1Cl
 : -3% | 3% | nt
CCOc1ccccc1Nc1nc2ccccc2nc1NS(=O)(=O)c1ccc(Cl)cc1
 : -6% | -12% | nt
Cc1ccc(C(c2nnnn2CS(=O)(=O)c2ccc(C)cc2)N2CCCC2)cc1 (stereo not drawn)
 : -22% | -9% | -30%
COc1ccc(C(=O)n2nc(-c3ccccc3)nc2N)cc1OC
 : -1% | -5% | ?
CCCCC#Cc1ccc(C(=O)NNC(=O)Nc2ccccc2)o1
 : ? | 1% | 4%

More entries
Results follow in this order: KAT2A inh | FEN1 inhibitor | N370S GC mod
Cc1ccc(SCC(=O)Nc2ncc(C)s2)cc1
 : -2% | -10% | -4%
CC(=O)Nc1cccc(Oc2ncnc3scc(-c4ccc(C(C)C)cc4)c23)c1
 : -11% | -14% | 9%
CC1(C)CC(=O)C(=Cc2cn(CCC#N)nc2-c2ccc(Cl)cc2)C(=O)C1
 : -13% | ? | 5%
O=C(CSc1nc2ccccc2c(=O)n1Cc1ccco1)N1CCCCCC1
 : -7% | 1% | -12%
CC(=O)c1ccc[nH]1
 : -14% | nt | 9%
COc1ccc(N2CCN(C(=O)CCS(=O)(=O)c3ccc(C)cc3)CC2)cc1
 : -26% | 2% | 8%
CC(C)Nc1ccc(-n2nc3ccccc3[n+]2[O-])cc1
 : -9% | -4% | 0%
CC(=O)[C@@H]1[C@@H](C)N(Cc2ccccc2)C(=O)N[C@H]1c1ccccc1
 : nt | 0% | 6%[12.8 µM]
CCOC(=O)C1CSC2(CCC(c3ccccc3)CC2)N1 (stereo not drawn)
 : -13% | 3% | -12%
CCOC(=O)C1CCN(C(=O)CCc2ccccc2)CC1
 : -19% | -1% | 5%
COc1ccc2sc(-c3ccc(S(C)(=O)=O)cc3)c(-c3ccc(SC)cc3)c2c1
 : -3% | -2% | nt
CCc1nnc(NC(=O)CCC(=O)NC2CCCCC2)s1
 : 0% | 4% | 3%
CN1CCN(C(c2cccs2)c2nnnn2Cc2ccc(F)cc2)CC1 (stereo not drawn)
 : ? | 2% | 4%
CN(C)c1ccc(N=Nc2ccccc2C(=O)OCC(=O)NCC2CCCCC2)cc1
 : -8% | -9% | 2%
NC(=O)C1CCN(CCC(=O)Nc2cccc(Cl)c2)CC1
 : -8% | 2% | -19%
O=C(CNC(=O)N1CC(=O)Nc2ccccc21)NCc1ccc(Cl)cc1
 : -1% | 1% | -9%
COc1ccc(/C(O)=C2/C(=O)C(=O)N(CCCC(=O)O)C2c2ccc(OC)cc2)cc1 (stereo not drawn)
 : 1% | 9% | 3%
CS(=O)(=O)N(CC(=O)N1CCCCC1)C1CCCCC1
 : 3% | -14% | -20%
Cc1cc(C)nc(NC(=O)c2ccc(C)c([N+](=O)[O-])c2)n1
 : -16% | -19% | 3%
CN1C(=O)Cc2cc(S(=O)(=O)NCCc3ccccc3)ccc21
 : -7%&-12% | -6%&-4% | -3%
O=C(COC(=O)C12CC3CC(CC(C3)C1)C2)Nc1ccc([N+](=O)[O-])cc1Cl
 : -11% | -5% | 17%
